MEP2 TOR yeast: modulators of MEP2-GFP levels in yeast, primary screen, S. cerevisiae, multiplex flow cytometry, MLPCN library. AID 2016, 2009. S. cerevisiae MEP2-GFP strain, 3 h; 100% = DMSO control level. 0.51% of 330,000 active. GFP response vs DMSO, % at 10 µM;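 active = GFP response versus DMSO above a set limit, roughly screen mean plus 3 SD, cut at about 180% in these data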;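 also: median GFP fluorescence of the barcode-gated MEP2-GFP cells per well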
GRK2 aptamer HTS: compounds blocking aptamer binding on GRK2 – biochemical, human GRK2, bead flow cytometry, HTS, primary screen; inhibition of aptamer binding, % at 10 µM; Beta-adrenergic receptor kinase 1 (Homo sapiens), P25098; 0.59% of 330,000 active; FAM-aptamer displacement from GRK2; AID 488847, 2010;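 active = inhibition of aptamer binding above 40%, roughly 3 SD of noise, on plates passing a quality check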;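 also: median bead fluorescence of bound FAM aptamer so fluorescent compounds give negative values; no value below 0 was filed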
Target sequence (P25098 whole entry, looked up): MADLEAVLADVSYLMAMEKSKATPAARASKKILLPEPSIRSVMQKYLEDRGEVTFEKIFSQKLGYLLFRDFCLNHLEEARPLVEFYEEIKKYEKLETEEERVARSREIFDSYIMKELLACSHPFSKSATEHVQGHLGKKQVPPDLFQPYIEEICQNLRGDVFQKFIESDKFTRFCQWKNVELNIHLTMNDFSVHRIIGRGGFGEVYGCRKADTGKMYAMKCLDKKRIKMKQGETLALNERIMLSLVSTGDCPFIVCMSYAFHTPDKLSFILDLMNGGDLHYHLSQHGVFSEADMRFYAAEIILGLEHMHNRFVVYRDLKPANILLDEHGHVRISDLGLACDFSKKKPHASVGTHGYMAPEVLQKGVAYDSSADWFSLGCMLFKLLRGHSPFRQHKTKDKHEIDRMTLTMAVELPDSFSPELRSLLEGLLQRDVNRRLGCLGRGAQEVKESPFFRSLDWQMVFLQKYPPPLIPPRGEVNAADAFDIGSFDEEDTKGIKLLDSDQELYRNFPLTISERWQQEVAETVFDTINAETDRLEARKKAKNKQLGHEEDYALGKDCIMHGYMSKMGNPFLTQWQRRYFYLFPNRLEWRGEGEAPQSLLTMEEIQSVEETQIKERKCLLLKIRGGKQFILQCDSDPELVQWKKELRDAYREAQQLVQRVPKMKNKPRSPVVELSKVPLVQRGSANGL
RPL19A-GFP yeast: RPL19A-GFP expression modulators in yeast, primary screen, cell-based, S. cerevisiae, multiplex flow cytometry, MLPCN | 0.3% of 330,000 active | S. cerevisiae RPL19A-GFP strain, 3 h; stronger effect = lower value | AID 2025, 2009 | percent response vs DMSO, % at 10 µM;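 active = percent response vs DMSO below 50%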;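 also: median channel GFP fluorescence of the barcoded RPL19A-GFP strain; ratio of sample median GFP to plate DMSO average so 100% = DMSO; lower means less RPL19A-GFP as with rapamycin TOR inhibition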
VLA-4 inh: inhibition in human VLA-4 binding assay, primary screen, VLA-4 allosteric modulator project, MLPCN library, flow cytometry, VLA-4 expressing cells; Integrin alpha-4 (Homo sapiens), P13612; ligand binding flow cytometry; inhibition, % (about 7 µM as worked out from the volumes in the protocol); 0.2% of 330,000 active; in the data active = inhibition above about 50%
CIT2-GFP yeast: modulators of CIT2-GFP expression in yeast, primary screen, S. cerevisiae, GFP fusion, multiplex flow cytometry, MLPCN library. S. cerevisiae CIT2-GFP strain, 3 h; 100 means same as DMSO wells. GFP response vs DMSO, % at 10 µM. 0.065% of 320,000 active. AID 2029, 2009;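 active = GFP response relative to DMSO above a set limit, near the screen mean plus 3 SD, cut at about 150% in these data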;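 also: ratio of well median GFP fluorescence to mean of DMSO wells on the plate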
CR mimetic SO: reduction of superoxide in aged yeast, primary screen, HTS | S. cerevisiae aged cells, superoxide DHE fluorescence; stronger effect = lower value | superoxide response (% of plate mean), % at 10 µM | 0.18% of 330,000 active;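 active = superoxide response under a set limit, about three screen SD below normal, cut at about 65% in these data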;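 also: yeast aged for seven days with compound at 30 °C before DHE staining; 100% = average MFI of all compound-treated wells on the plate with controls excluded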
AGP1 TOR yeast: modulators of AGP1-GFP expression in yeast TOR pathway, primary screen, cell-based, multiplex flow cytometry, S. cerevisiae, MLPCN library; 3 h; GFP as percent of DMSO wells; AID 2066, 2009; 0.02% of 320,000 active; GFP response vs DMSO, % at 10 µM;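 active = GFP response relative to DMSO above a set limit, near screen average plus 3 SD, cut at about 150% in these data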;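 also: median GFP channel fluorescence of the gated AGP1 strain per well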
LAP4-GFP MLPCN: modulators of LAP4-GFP expression in yeast, primary screen, S. cerevisiae, multiplex flow cytometry, MLPCN library; 0.34% of 320,000 active; GFP response vs DMSO, % at 10 µM; 3 h; median GFP as percent of DMSO wells;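 active = GFP response vs DMSO above a set limit, about the screen mean plus 3 SD, cut at about 150% in these data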
Active calls of the source: *; i = inactive; / = no result given; [ ] = remark or other dose.

Start of the data: the first 7 records, to show the layout:
SMILES	MEP2 TOR yeast	GRK2 aptamer HTS	RPL19A-GFP yeast	VLA-4 inh	CIT2-GFP yeast	CR mimetic SO	AGP1 TOR yeast	LAP4-GFP MLPCN
COc1cccc(-c2nc(-c3ccc(C(=O)O)cc3)no2)c1	90	0	102	2	93	99	82	120
Oc1cc(-c2ccncc2)cc2cccnc12	106	7	101	13	95	105	107	117
CCCCCCn1c(SCC(=O)c2ccccc2)nc2c1c(=O)[nH]c(=O)n2C	101	2	100	-2	104	86	97	95
CCOc1ccccc1NC(=O)CCNC(=O)c1ccc(Cl)cc1	99	4	98	-3	97	91	99	96
Cc1ccc(C(c2sc3nc(C)nn3c2O)N2CCN(C(=O)c3ccco3)CC2)cc1 (stereo unspecified)	100	1	101	-14	106	97	104	105
CN(c1ccccc1)c1nc(N)c([N+](=O)[O-])c(Nc2ccccc2)n1	104	6	108	-17	104	100	108	108
O=[N+]([O-])c1ccccc1S(=O)(=O)N1CCN(Cc2ccsc2)CC1	105	1	100	5	101	103	101	102

The whole of this part, repeating the preview:
SMILES	MEP2 TOR yeast	GRK2 aptamer HTS	RPL19A-GFP yeast	VLA-4 inh	CIT2-GFP yeast	CR mimetic SO	AGP1 TOR yeast	LAP4-GFP MLPCN
COc1cccc(-c2nc(-c3ccc(C(=O)O)cc3)no2)c1	90	0	102	2	93	99	82	120
Oc1cc(-c2ccncc2)cc2cccnc12	106	7	101	13	95	105	107	117
CCCCCCn1c(SCC(=O)c2ccccc2)nc2c1c(=O)[nH]c(=O)n2C	101	2	100	-2	104	86	97	95
CCOc1ccccc1NC(=O)CCNC(=O)c1ccc(Cl)cc1	99	4	98	-3	97	91	99	96
Cc1ccc(C(c2sc3nc(C)nn3c2O)N2CCN(C(=O)c3ccco3)CC2)cc1 (stereo unspecified)	100	1	101	-14	106	97	104	105
CN(c1ccccc1)c1nc(N)c([N+](=O)[O-])c(Nc2ccccc2)n1	104	6	108	-17	104	100	108	108
O=[N+]([O-])c1ccccc1S(=O)(=O)N1CCN(Cc2ccsc2)CC1	105	1	100	5	101	103	101	102
CCc1cc(=O)oc2cc(C)cc(OCC(=O)N3CCC(C(=O)O)CC3)c12	108	1	94	-3	97	75	90	90
Cc1ccc(SCC(=O)NN2C(=O)c3ccccc3C2=O)cc1	103	0	97	12	96	86	117	104
O=C1c2cccc3cccc(c23)C(=O)N1CCN1CCN(CC(O)COc2ccc3ccccc3c2)CC1 (stereo unspecified)	108	3	123	31	110	99	94	88
C=CC[C@@H](CC(=O)N(CCO)Cc1ccccc1)C(=O)N[C@H](COC(=O)[C@@H](CC=C)CC(=O)OC(C)(C)C)C(C)(C)C	99	1	100	2	103	88	106	120
COc1ccc(NC(=O)Cn2nnc(C(=O)NCc3cccs3)c2N)cc1Cl	97	0	98	16	109	77	103	94
COc1ccc(NCc2nnc(SCC(=O)NCc3ccco3)n2-c2ccccc2OC)cc1	104	4	98	-8	101	90	104	104
Clc1cc(Cl)cc(Nc2ncn[nH]2)c1	98	3	100	4	98	98	106	99
Cc1ccc(CNC(=O)CCC2CCCN(C(=O)c3ccc4c(c3)OCO4)C2)o1 (stereo unspecified)	99	45*	97	7	103	99	101	100
CCOC(=O)c1ccc(/C=N/O)[n+](Cc2ccccc2)c1	94	0	97	6	91	107	96	86
COc1cc(N2Cc3ccccc3C2)ccc1C=O	101	4	99	11	84	103	80	97
Nc1ccc(Cc2nc3cc4ccccc4cc3[nH]2)cc1	106	0	99	7	114	92	104	90
Nc1ccc(-c2c3ccc(=O)cc-3oc3cc(O)ccc23)c(C(=O)O)c1	137	0	104	-6	128	180	104	139
O=C(CN1C(=O)NC2(CCCCC2)C1=O)NCC(=O)Nc1ccc(F)c(F)c1	93	3	85	22	83	123	91	97
COC(=O)c1cc(-c2c(C)oc3cc(OC)ccc3c2=O)c(C)o1	101	0	97	-3	98	96	97	102
CCSc1cc(N2CCCC2)nc(-c2ccc(F)cc2)n1	102	2	97	-208	95	103	100	108
CCN(C[C@H]1N[C@@](Cc2ccccc2)(C(=O)OC)[C@H]2C(=O)N(C)C(=O)[C@@H]12)C(=O)C1CCCCC1	101	0	107	13	98	132	107	103
CCn1cc(C(=O)OCC(=O)N(C)Cc2ccccc2)c(=O)c2ccc(C)nc21	105	2	102	14	103	106	104	108
CC(CC(=O)NNC(=O)c1cccc(Cl)c1)c1ccccc1 (stereo unspecified)	86	0	96	-6	96	94	98	94
CCc1ccc(NC(=O)c2ccccc2SC)cc1	110	0	110	i	102	93	108	98
CC(=O)NC1CCCc2c1cnn2-c1ccc(C(C)(C)C)cc1 (stereo unspecified)	103	0	99	11	97	125	97	93
COc1ccc(CN2C(=S)NC(C)(C)CC2(C)O)cc1 (stereo unspecified)	109	0	97	15	97	112	106	123
C#CCNC(=O)/C=C/c1ccc(OC)cc1	91	7	103	24	81	96	86	123
COc1ccc2sc(N(CCCN(C)C)C(=O)c3nc4ccccc4s3)nc2c1	123	0	94	2	91	106	98	109
COc1ccc(S(=O)(=O)N2CCCC2=O)cc1N(C)S(C)(=O)=O	106	3	104	7	104	93	100	93
CC(C)CN(C(=O)CSc1nc(-c2ccccc2)cn1N)c1c(N)n(Cc2ccccc2)c(=O)[nH]c1=O	104	3	97	5	99	82	107	116
COc1ccc(C(=O)NC23CC4CC(CC(C4)C2)C3)cc1OC	104	0	100	14	96	104	88	82
N#Cc1nc(-c2ccc(Cl)cc2)oc1NCC1CCCO1 (stereo unspecified)	100	0	102	8	102	92	106	103
Cc1cccnc1NC(=O)NC(=O)c1ccc(C(C)(C)C)s1	102	0	103	4	99	101	108	99
Cc1ccccc1NS(=O)(=O)c1cc2c3c(c1)CC(=O)N3CCC2	112	0	94	-4	102	112	89	92
CN(CC(=O)Nc1ccc(Cl)c(S(=O)(=O)N(C)C)c1)Cc1ccccc1	104	0	101	0	102	106	100	94
COc1ccc2o/c(=N\O)c(C(=O)Nc3ccccc3OC)cc2c1	105	0	95	-77	96	93	96	96
Cc1cnc(NC(=O)CCc2ccccc2)s1	106	2	99	18	100	107	97	89
c1ccc(NC2=NCCN2CCC2CCCCC2)cc1	91	0	94	32	67	105	77	111
O=[N+]([O-])/C(=C\Nc1ccccc1)S(=O)(=O)c1ccccc1	100	1	101	-7	101	99	98	92
Cc1cccc(S(=O)(=O)C(C#N)c2nc3ccccc3nc2N2CCOCC2)c1 (stereo unspecified)	99	1	97	-1	100	115	94	104
CN(C(=O)Cc1noc2ccccc12)c1ccccc1	97	0	102	29	102	106	101	94
CCCS(=O)(=O)c1nc(S(=O)(=O)c2ccc(C)cc2)c(N2CCN(CCO)CC2)s1	104	0	108	-6	120	i	109	95
COc1ccccc1N1CCN(S(=O)(=O)c2cnc[nH]2)CC1	92	6	94	18	90	86	93	90
Cc1ccc(-n2c(SCC(=O)OC(C)C)nnc2-c2ccncc2)cc1	92	1	86	2	87	104	89	92
O=C(O)C1C2CCC(C2)C1C(=O)NCCC1=CCCCC1 (stereo unspecified)	101	0	94	-45	106	98	89	92
Cc1[nH]c2ccccc2c1C(=O)CN1CCC2(CC1)OCCO2	103	1	101	17	96	99	106	104
CCCN1CCC(NCC(C)c2ccccc2)CC1 (stereo unspecified)	109	0	106	1	106	107	108	94
CN(CC(=O)Nc1c(Cl)cccc1Cl)C(=O)c1ccc2nc[nH]c2c1	102	0	98	-13	106	99	102	98
COc1ccc(S(=O)(=O)N2CCOC2CNC(=O)C(=O)NCCCc2ccccc2)cc1 (stereo unspecified)	99[may fluoresce green]	4	98[may fluoresce green]	-12	110[may fluoresce green]	103	102[may fluoresce green]	96[may fluoresce green]
O=C(NC(Cc1ccccc1)C(=O)O)C1CCN(S(=O)(=O)c2ccccc2C(F)(F)F)CC1 (stereo unspecified)	84	12	99	3	92	76	98	90
CCN1C(=O)CSC1=NC1C2CC3CC(C2)CC1C3 (stereo unspecified)	125	1	99	16	91	89	105	110
CC(N)C(=O)NC(C(=O)N1CCCC1C(=O)NC(c1ccccc1)c1ccccc1)C(C)C (stereo unspecified)	89	0	100	-10	103	112	99	97
Cc1cc(C)cc(NC(=O)NC(C)C2CCCO2)c1 (stereo unspecified)	98	1	107	25	95	105	98	91
CC(C)N(C)Cc1nnnn1CC(=O)N(C)Cc1ccc(F)cc1	107	0	104	25	106	88	100	83
CCc1ccc(C(=O)N2CCN(c3ccc(F)cc3)CC2)s1	102	1	97	0	100	89	91	107
COC(=O)c1ccc(Oc2nc(Nc3ccc(C)c(C)c3)nc(N(C)C)n2)cc1	109	1	108	-7	108	95	/	103
COc1cc2c(cc1OC)CC1(CCCCC1)N=C2	100	4	94	7	95	100	101	100
CC(=O)NS(=O)(=O)c1ccc(NC(=O)c2cc(-c3ccc(C)cc3)nc3ccccc23)cc1	99	3	98	-2	102	117	98	91

Entries of single compounds, quoted from the list. Screens in order: MEP2 TOR yeast, GRK2 aptamer HTS, RPL19A-GFP yeast, VLA-4 inh, CIT2-GFP yeast, CR mimetic SO, AGP1 TOR yeast, LAP4-GFP MLPCN
COc1ccc(S(=O)(=O)N2CCOC2CNC(=O)C(=O)NCCCc2ccccc2)cc1 (stereo unspecified) as listed: 99[may fluoresce green], 4, 98[may fluoresce green], -12, 110[may fluoresce green], 103, 102[may fluoresce green], 96[may fluoresce green]
CCCN1CCC(NCC(C)c2ccccc2)CC1 (stereo unspecified) as listed: 109, 0, 106, 1, 106, 107, 108, 94

(more compounds)
SMILES	MEP2 TOR yeast	GRK2 aptamer HTS	RPL19A-GFP yeast	VLA-4 inh	CIT2-GFP yeast	CR mimetic SO	AGP1 TOR yeast	LAP4-GFP MLPCN
CCn1cc(Br)c(C(=O)Nc2ccc(F)c(Cl)c2)n1	93	0	97	-3	88	95	91	98
CN1C(=O)[C@H]2[C@@H](/C=C/c3ccccc3)N3C(=O)CN(Cc4ccccn4)C(=O)[C@@]3(Cc3ccccc3)[C@H]2C1=O	90	0	92	6	93	100	96	88
COc1cc(/C=N/NC(=O)C[n+]2ccccc2)cc(OC)c1OC(C)=O	166	0	90	-2	106	102	132	110
CCOC(=O)c1cnc2c(c(C)nn2C)c1Oc1ccc(Cl)cc1	109	0	97	18	101	109	106	102
CC(C)Oc1ccc(NC(=O)c2ccncc2)cc1	100	0	100	2	/	100	102	99

Screening results deposited in PubChem BioAssay by NMMLSC.
